# Source: PubChem
# PG9 Ab binder: binders of HIV-1 gp120 antibody PG9, primary screen, biochemical, TR-FRET; HIV-1 gp120 / PG9 antibody interaction; TR-FRET gp120-PG9 antibody binding; inhibition, % at 6.7 µM; 360,000 compounds, 0.43% hits; AID 624416, 2012; in the data active = inhibition above about 8.5%
# UHRF1 MBD2 ctr: UHRF1 methylated DNA binding inhibitors, primary screen, counter-screen for MBD2 inhibitor project, biochemical, TR-FRET, human UHRF1, single concentration; inhibition, % at 4.4 µM; 370,000 compounds, 0.75% hits; E3 ubiquitin-protein ligase UHRF1 (Homo sapiens), Q96T88; UHRF1 binding to methylated oligo; in the data active = inhibition above about 21%;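 also: UHRF1 SRA domain binding a hemimethylated CpG hairpin DNA probe; 0% = median of test compound wells and 100% = reference inhibitor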
# HTRA1 inhibitor: HTRA1 serine protease inhibitors, primary screen, biochemical, fluorescence polarization, HTS | Q92743 | recombinant HTRA1, FP-rhodamine activity-based probe | inhibition, % at 5.96 µM | 340,000 compounds, 0.5% hits; in the data active = inhibition above about 36%;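 also: 0% = enzyme with DMSO and 100% = wells lacking enzyme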
# rCAG RNA binder: binders of r(CAG) RNA repeats, primary screen, biochemical, fluorescence; r(CAG) RNA repeat, TO-PRO-1 dye displacement fluorescence; inhibition, % at 3 µM; 370,000 compounds, 1.3% hits; AID 651821, 2012;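 active = inhibition above the plate cutoff, the mean of all test compounds on that plate plus 3 SD, cut at about 35% in these data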;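 also: 0% = DMSO alone and 100% = 100 µM mitoxantrone as full dye displacement; higher means more dye released from RNA so lower well fluorescence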
# MBD2 inh: inhibitors of MBD2 binding to methylated DNA, primary screen, biochemical, TR-FRET, DNA-binding domain, human; MBD2 binding to methylated oligonucleotide; AID 686964, 2013; inhibition, % at 4.4 µM; Methyl-CpG-binding domain protein 2 (Homo sapiens), Q9UBB5; 370,000 compounds, 0.31% hits; in the data active = inhibition above about 13%
# TCR CD3 inh: inhibitors of human TCR-CD3 interaction, primary screen, biochemical, fluorescence, TAMRA-labeled TCR probe; T-cell receptor (TCR); inhibition, % at 9.4 µM; 360,000 compounds, 0.37% hits; in the data active = inhibition above about 19%;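 also: recombinant mutant TCR 2C K166C tagged with TAMRA read by polarization; 0% = receptor in buffer alone and 100% = receptor with positive control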
# LEDGF integ inh: blockers of LEDGF/p75-dependent integrase strand transfer – biochemical, TR-FRET, high throughput, primary screen. HIV-1 integrase (with human LEDGF/p75). inhibition, % at 3.7 µM. 370,000 compounds, 0.64% hits. TR-FRET IN-LEDGF/p75 DNA integration, Eu/Cy5;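 active = inhibition above the screen-wide mean plus 3 SD, cut at about 13% in these data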;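 also: signal is the Cy5 over europium emission ratio at 671 and 618 nm; 0% = plate median of compound wells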
# ABHD4 inh: ABHD4 inhibitors, primary screen, biochemical, fluorescence polarization, mouse; inhibition, % at 8.92 µM; purified mABHD4, FP-Rh probe fluorescence polarization; 370,000 compounds, 0.54% hits; (Lyso)-N-acylphosphatidylethanolamine lipase (Mus musculus), Q8VD66;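 active = inhibition exceeding the mean over every tested compound plus 3 SD, cut at about 30% in these data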;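 also: 0% = plate median of compound wells and 100% = S159A mutant with DMSO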
#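 assay system = mABHD4 protein | compound dosing = single nominal dose of 8.92 µM, 0.89% DMSO final | read-out basis = percent inhibition of probe binding, normalized to plate controls | schedule = Enzyme–compound pre-incubation 45 min, then probe 60 min, both 25 °C | detection = fluorescence polarization, excitation 525 nm, emission 598 nm, BODIPY TMR filters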
# PRMT1 inh: PRMT1 methyltransferase inhibitors, primary screen, biochemical, fluorescence polarization; Protein arginine N-methyltransferase 1 (Homo sapiens), Q99873; recombinant PRMT1, activity-based probe fluorescence polarization; inhibition, % at 2.79 µM; 370,000 compounds, 1.3% hits; AID 652257, 2013;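 active = inhibition above about 21% made by adding two undisclosed values, limit read from the data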
# Target sequence (Q99873 whole entry, looked up): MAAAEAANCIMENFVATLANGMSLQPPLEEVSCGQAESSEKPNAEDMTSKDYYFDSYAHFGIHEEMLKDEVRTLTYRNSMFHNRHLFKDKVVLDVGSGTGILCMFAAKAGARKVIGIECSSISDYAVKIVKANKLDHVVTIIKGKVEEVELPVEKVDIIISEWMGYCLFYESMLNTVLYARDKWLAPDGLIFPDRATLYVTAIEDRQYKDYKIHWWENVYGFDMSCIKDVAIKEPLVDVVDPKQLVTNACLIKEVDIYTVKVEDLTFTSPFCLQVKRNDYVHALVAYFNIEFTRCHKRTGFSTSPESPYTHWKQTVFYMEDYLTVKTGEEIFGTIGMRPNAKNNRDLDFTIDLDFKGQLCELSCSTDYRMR
# NR1D1 modulator: modulators of Rev-erb alpha DNA binding, primary screen, biochemical, FITC-DNA, fluorescence polarization, uHTS. Nuclear receptor subfamily 1 group D member 1 (Homo sapiens), P20393. activity, % at 10 µM. Rev-erbα–FITC-DNA binding, 90 min. 370,000 compounds, 0.79% hits. AID 1259318, 2017;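 active = activity above about 14%, limit read from the data; passing the limit was not always enough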;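 also: 0% = DMSO wells with 35 nM protein and 100% = DMSO wells with 750 nM protein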
# Target sequence (P20393 whole entry, looked up): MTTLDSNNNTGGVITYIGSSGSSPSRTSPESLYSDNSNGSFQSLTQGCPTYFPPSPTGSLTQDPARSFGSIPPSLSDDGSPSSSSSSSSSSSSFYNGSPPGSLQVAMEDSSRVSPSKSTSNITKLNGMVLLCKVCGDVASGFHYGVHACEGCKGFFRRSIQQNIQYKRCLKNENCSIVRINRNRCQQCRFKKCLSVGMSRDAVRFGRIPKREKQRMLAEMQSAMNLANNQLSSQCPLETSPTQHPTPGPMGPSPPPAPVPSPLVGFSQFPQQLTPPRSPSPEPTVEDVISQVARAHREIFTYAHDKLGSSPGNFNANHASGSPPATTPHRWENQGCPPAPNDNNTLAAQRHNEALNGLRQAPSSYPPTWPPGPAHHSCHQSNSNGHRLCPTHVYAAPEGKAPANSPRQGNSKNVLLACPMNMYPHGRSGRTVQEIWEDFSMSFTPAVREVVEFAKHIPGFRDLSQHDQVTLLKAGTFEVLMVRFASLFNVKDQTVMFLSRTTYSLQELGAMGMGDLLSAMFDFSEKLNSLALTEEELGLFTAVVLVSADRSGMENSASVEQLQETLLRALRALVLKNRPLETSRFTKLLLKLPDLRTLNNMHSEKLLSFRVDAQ
# Numbers without * were called inactive; . = no result given. This is a subset; the hit share may differ from the screen's.
SMILES,PG9 Ab binder,UHRF1 MBD2 ctr,HTRA1 inhibitor,rCAG RNA binder,MBD2 inh,TCR CD3 inh,LEDGF integ inh,ABHD4 inh,PRMT1 inh,NR1D1 modulator
CCn1cc(C(=O)O)c(=O)c2cc(F)c(N3CCN(C(=S)NC(=O)c4ccc(OC)cc4)CC3)cc21,-1.5,-2,2,2,-7,7,3,-5,-5,-2
CCOC(=O)[C@@]12CN(C(=O)OC(C)(C)C)CC=C1N(Cc1ccc(OC)cc1)C(=O)[C@H]2CC(=O)NCCc1ccccc1OC,.,-2,.,0,0,.,-2,1,-5,-1
CC(c1ccccc1)n1cc(C(=O)NCCCn2ccnc2)nn1 (configuration not stated),-0.1,1,2,-5,2,-9,1,5,1,-1
C=CCN(c1ccccc1)S(=O)(=O)c1ccc(Cl)c(C(=O)OCC(=O)c2[nH]c(C)c(C(C)=O)c2C)c1,0.6,4,-14,11,7,-3,4,-8,0,1
O=C(O)c1cccc(CSc2nc(-c3ccccc3)cc(C(F)(F)F)n2)c1,-3.5,-4,-37,62*,-8,-1,8,-28,0,0
Cc1cc(C)n2nc(C(=O)OCC(=O)Nc3ccc4c(c3)OC(F)(F)O4)nc2n1,0.0,3,-7,-4,3,-3,-5,3,0,2
Cc1ccc(S(=O)(=O)NCc2ccc(C(=O)N3CCc4ccccc4C3)cc2)cc1,-1.4,4,-14,-1,4,1,-4,3,1,6
CCC(c1nnnn1-c1c(C)cccc1C)N1CCN(CC)CC1 (configuration not stated),-1.4,-1,.,-2,3,-4,0,0,2,3
CCCCCN(C(=O)CCC(=O)OCC(=O)NCc1ccc(OC)cc1)c1c(N)n(CCCC)c(=O)[nH]c1=O,1.1,6,-2,-4,-3,-6,2,-1,0,-1
COc1ccc(S(=O)(=O)N2CCOCC2)cc1NC(=O)CN1C(=O)NC2(CCCCC2C)C1=O (configuration not stated),-0.8,1,-2,6,1,1,2,3,-2,10
N#Cc1c(-c2ccccc2)nc(SCc2ccc([N+](=O)[O-])cc2)[nH]c1=O,0.4,0,-53,74*,-1,0,0,-22,7,3
N#Cc1cnn2ccc(-c3cc(N4CCOCC4)ccc3[N+](=O)[O-])nc12,0.8,-5,2,1,-1,5,1,2,0,7
Cc1ccc(C(=O)Nc2ccccc2C(=O)O)cc1NC(=O)COc1c(C)cccc1C,-0.5,0,-4,33,4,-2,0,-6,4,-5
Cc1ccccc1CC(=O)N1CCOCC1,-1.8,-1,-1,-2,3,5,2,0,-1,0
CCOC(=O)Cc1csc(NC(NC(=O)OCC)(C(F)(F)F)C(F)(F)F)n1,-1.1,7,0,-1,-4,-11,0,1,2,-3
O=c1[nH]nc(-c2ccccc2)c2ccccc12,0.7,0,-3,-3,1,0,1,-4,0,-1
O=[N+]([O-])c1ccc2[nH]c3c(c2c1)CCCC3O (configuration not stated),0.5,-1,-1,0,-1,-2,-3,-1,1,6
OCCCn1c(CCCNc2nc(-c3cccc(Br)c3)cs2)nc2cc(Cl)c(N3CCCCC3)cc21,-1.4,-2,-11,7,0,-2,-2,4,-2,0
N#CCCN(Cc1cccnc1)CN1C(=O)c2ccccc2C1=O,0.0,0,7,24,4,4,2,-5,-2,1
Cc1ccc(CNC(=O)[C@H](C)NC(=O)C2CCN(C(=O)[C@@H](N)CC(C)C)CC2)cc1,-1.0,0,3,-2,5,-6,-4,-5,6,-2
CCOc1c(CNCCN2CCOCC2)cccc1OC,-0.2,2,-4,-1,0,-3,-3,2,-1,0
Cc1ccc(CNS(=O)(=O)c2ccc(CN3C(=O)c4cccnc4C3=O)s2)o1,-2.9,-4,-5,-1,1,5,3,6,12,-2
O=C(Nc1ccc(Br)cc1F)c1ccncc1,0.6,1,2,3,-5,3,0,3,-4,-3
O=C(NCc1ccc(C(F)(F)F)cc1)C1CC(c2cccc(F)c2)=NO1 (configuration not stated),0.0,6,-3,-6,4,2,2,-3,0,1
COc1cccc(NC(=O)CN(C)C(=O)CSc2ccc3c(c2)OCCO3)c1,1.8,0,1,5,-11,3,-1,-1,-2,-1
NNC(=O)/C=C/c1ccc(Cl)cc1Cl,-1.9,4,-6,7,-1,2,-4,2,1,-1
O=C(CSc1nc2ccccc2nc1N1CCOCC1)Nc1ccccc1F,0.1,-2,5,2,-3,2,3,0,-1,-2
CC(Sc1nnc(N)s1)C(=O)NC1CCCCC1C (configuration not stated),1.9,0,1,-2,-1,0,-3,4,3,-6
COc1ccc(C2Nc3ccccc3C(=O)N2c2ccccc2)cc1CSc1ccccn1 (configuration not stated),0.8,1,-27,2,5,0,-3,2,2,11
CCOC1OC(=O)C(Cl)=C1Nc1cc(C)ccc1C (configuration not stated),-1.0,2,-2,-2,-3,1,-9,0,2,-1
COC(=O)c1ccccc1NC(=S)NC(=O)c1ccc2ccccc2c1,2.2,3,-3,4,-1,1,-2,3,2,0
COc1cccc(NC(=S)N2CCn3cccc3C2c2cccnc2)c1 (configuration not stated),2.1,0,-4,5,2,-2,1,6,1,-2
N#CCCN(C(=O)COC(=O)CCc1ccccc1)c1ccccc1,-0.2,-1,-5,-2,0,15,-1,-5,2,-3
COc1nc(Oc2ccc(C(=O)O)cc2)nc(Oc2ccc(C(=O)O)cc2)n1,-4.2,-4,9,-1,-8,3,6,5,-3,-2
O=C(Cc1c[nH]c2ccccc12)N/N=C/c1cccc(F)c1,-0.3,3,-4,3,1,0,4,2,1,-4
Cc1cc(NC(=O)CCSc2ccccc2)ccc1Br,-0.9,0,-34,5,-6,12,-2,-25,-1,1
O=C(CCC(=O)N(CC(=O)NC1CCCCC1)Cc1cccs1)Nc1nccs1,-1.1,0,-1,1,0,8,3,-7,-2,4
CCOC(=O)CSc1cc(CS(=O)(=O)c2ccccc2)nc(-c2ccccc2)n1,-2.0,1,-10,-3,1,-1,1,3,0,11
COCc1cc(C)nc(SCC(=O)Nc2cc3c(cc2C#N)OCO3)c1C#N,4.5,1,2,-3,4,0,4,-3,0,1
CCn1ncc(Cl)c1C(=O)Nc1ccncc1,-1.1,-1,-5,-3,-4,0,3,1,-4,4
CC(C)CCN(C(=O)CNC(=O)c1cccs1)C(C(=O)NC1CCCC1)c1ccncc1 (configuration not stated),1.0,-1,-6,-3,0,4,-3,0,1,1
CC(C)(C)c1cc(NC(=O)C2CCCO2)no1 (configuration not stated),-1.6,1,4,-2,3,4,3,2,-1,-2
COc1ccc([C@H]2CC(=O)C=C(c3ccc(Cl)c(Cl)c3)C2)cc1,1.0,2,-9,10,-1,-6,2,-6,3,-1
COc1cccc(NC(=O)CN(C)C(=O)c2ccc(NS(=O)(=O)c3ccc(F)cc3)cc2)c1,-0.1,1,-2,10,-1,-3,-1,3,2,-2
Cc1ccc(S(=O)(=O)NCC(=O)OCC(=O)NCCc2ccccc2)cc1,3.2,4,-8,-6,6,-2,0,-1,1,5

# Entries of single compounds, looked up by structure. Order of values: PG9 Ab binder | UHRF1 MBD2 ctr | HTRA1 inhibitor | rCAG RNA binder | MBD2 inh | TCR CD3 inh | LEDGF integ inh | ABHD4 inh | PRMT1 inh | NR1D1 modulator
# Entry for `CCOC(=O)[C@@]12CN(C(=O)OC(C)(C)C)CC=C1N(Cc1ccc(OC)cc1)C(=O)[C@H]2CC(=O)NCCc1ccccc1OC` = . | -2 | . | 0 | 0 | . | -2 | 1 | -5 | -1
# Entry for `CC(c1ccccc1)n1cc(C(=O)NCCCn2ccnc2)nn1` (configuration not stated) = -0.1 | 1 | 2 | -5 | 2 | -9 | 1 | 5 | 1 | -1
# Entry for `Cc1ccc(S(=O)(=O)NCc2ccc(C(=O)N3CCc4ccccc4C3)cc2)cc1` = -1.4 | 4 | -14 | -1 | 4 | 1 | -4 | 3 | 1 | 6
# Entry for `NNC(=O)/C=C/c1ccc(Cl)cc1Cl` = -1.9 | 4 | -6 | 7 | -1 | 2 | -4 | 2 | 1 | -1
# Entry for `O=C(NCc1ccc(C(F)(F)F)cc1)C1CC(c2cccc(F)c2)=NO1` (configuration not stated) = 0.0 | 6 | -3 | -6 | 4 | 2 | 2 | -3 | 0 | 1

# Remaining list, next part.
SMILES,PG9 Ab binder,UHRF1 MBD2 ctr,HTRA1 inhibitor,rCAG RNA binder,MBD2 inh,TCR CD3 inh,LEDGF integ inh,ABHD4 inh,PRMT1 inh,NR1D1 modulator
CCCC(NC(=O)CNC(=O)C(C)(C)C)C(=O)O (configuration not stated),-0.5,-1,7,0,-3,8,-1,-1,-2,-5
CCCCN(C=O)c1c(CC)nc2ccc(C(=O)N3CCN(C(C)=O)CC3)cn12,0.5,0,.,0,7,2,0,3,1,6
COc1cc(C=C2Cc3ccccc3C2=O)cc(OC)c1OC,0.7,-1,.,3,-4,-1,-3,-2,-3,6
COCCCNC(=O)CNC(=O)c1nn(-c2ccc(OC)cc2)c(=O)c2ccccc12,-1.2,0,0,-6,3,2,1,-1,-3,-5
CCCS(=O)(=O)NC(=O)C1(C)CCCN(C(=O)c2ccc(C(F)(F)F)cc2)C1 (configuration not stated),-0.5,3,.,4,-3,-7,7,2,2,7
COc1cc(C(=O)NCCC(=O)NCCCN2CCCCC2)cc(OC)c1OC,-0.2,-1,2,-1,-6,2,-1,-1,-3,-1
O=C1CC2(CCCCC2)CC(=O)N1CCc1ccccc1,1.8,3,-6,0,6,-11,0,-9,6,-1
Brc1ccccc1-c1cnco1,-0.7,-3,-3,3,-8,6,-1,0,-2,-2
c1ccc(C[C@H]2CNCCN2CCc2cccc3ccccc23)cc1,0.1,-2,-5,10,1,-1,-4,11,0,3
CCCCN1CC(=O)N2[C@H](c3ccc(Cl)cc3)[C@@H]3C(=O)N(CC)C(=O)[C@@H]3[C@]2(C)C1=O,1.0,1,-5,2,-1,1,-1,7,0,-1
O=C(Nc1cc(Sc2nc3ccccc3s2)cc([N+](=O)[O-])c1)c1ccccc1,-0.4,1,-53,14,7,14,0,-47,1,4
O=C(CN1CCN(C(=O)c2c(F)cccc2F)CC1)Nc1ccccc1C(F)(F)F,0.1,3,-3,-2,3,-2,-4,0,5,-1
CC1(C)COC2(OC1)C(=O)Nc1ccccc12,3.0,1,1,-2,-2,-11,-3,-2,5,0
O=c1cc(N2CCCC2)c2ccccc2o1,0.3,0,4,-1,2,0,1,-2,-1,-2
Cc1ccc(NC(=S)Nc2ccc3[nH]c(=O)[nH]c3c2)cc1,-1.8,-2,9,-1,3,1,2,2,1,1
CN(C)CCN1C(=O)c2oc3ccccc3c(=O)c2C1c1cccc(Br)c1 (configuration not stated),-3.0,1,0,6,2,1,1,3,0,-8
CC(C)OC(=O)c1nn2c(C(F)(F)F)cc(-c3ccco3)nc2c1Cl,-2.6,3,-4,5,1,-1,0,1,2,2
S=c1[nH]nc(-c2ccccc2)n1/N=C/c1cccc(Cl)c1,-1.1,-2,-7,29,0,-5,-4,-1,17,-9
COc1cc(S(=O)(=O)N2CCOCC2)ccc1NC(=O)COC(=O)c1ccccn1,-0.6,4,2,2,-2,-5,-1,-2,-3,-2
